mIAP act: activators of mouse IAP, primary screen, biochemical, luminescence, uHTS; muIAP, CDP-Star luminescence, 30 min; stronger effect = higher value; 1 = vehicle-only enzyme signal, 0 = enzyme-free wells; AID 2805, 2010; 0.24% of 330,000 active; intestinal alkaline phosphatase [Mus musculus]; activation factor at 10 µM;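 active = activation factor of at least 2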; also: the source names both 10 and 20 µM as test concentration; values of inactives mirror those of a sister screen read the other way
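also added = chemiluminescent substrate CDP-Star | test system = mouse IAP enzyme | signal = chemiluminescence readout | compound = DMSO-dissolved test compounds | incubation = 30 min at room temperature | benchmarks = DMSO wells, no-enzyme wells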
NR3A LBD binder: binders of NR3A ligand-binding domain, primary screen, biophysical, differential scanning fluorimetry, uHTS | Glutamate receptor ionotropic, NMDA 3A (GRIN3A) ligand-binding domain | NR3A LBD differential scanning fluorimetry, Tm shift; 0% = protein alone, 100% = glycine-bound protein | Tm shift relative to glycine control, % at 25 µM | 2.5% of 340,000 active | AID 1259313, 2017;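 active = melting temperature shift of at least 10% of the positive control shift, at one fixed dose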
MPTP inh: mitochondrial permeability transition pore inhibitors, primary screen, biochemical, isolated mouse mitochondria, absorbance. 1.4% of 360,000 active. inhibition, % at 10 µM. Ca2+ swelling absorbance, 30 min;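 active = inhibition of 50% or more, scaled per plate between neutral and stimulator controls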;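 also: 0% = DMSO wells given calcium and 100% = 1 mM EGTA wells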
A3G deaminase: APOBEC3G DNA deaminase inhibitors, primary screen, biochemical, fluorescence, single-stranded DNA substrate, uHTS; DNA dC->dU-editing enzyme APOBEC-3G (Homo sapiens), Q9HC16; recombinant A3G, ssDNA deamination FAM/TAMRA fluorescence; inhibition, % at 20 µM; 0.28% of 330,000 active; AID 493012, 2011;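 active = inhibition of at least 40% at 20 µM, with no more than 30% in the related APOBEC3A deaminase screen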;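 also: plate controls were DMSO wells with A3G for no effect and wells lacking A3G enzyme for full effect; some compounds called inactive have numbers as strong as hits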
Target sequence (Q9HC16 whole entry, looked up): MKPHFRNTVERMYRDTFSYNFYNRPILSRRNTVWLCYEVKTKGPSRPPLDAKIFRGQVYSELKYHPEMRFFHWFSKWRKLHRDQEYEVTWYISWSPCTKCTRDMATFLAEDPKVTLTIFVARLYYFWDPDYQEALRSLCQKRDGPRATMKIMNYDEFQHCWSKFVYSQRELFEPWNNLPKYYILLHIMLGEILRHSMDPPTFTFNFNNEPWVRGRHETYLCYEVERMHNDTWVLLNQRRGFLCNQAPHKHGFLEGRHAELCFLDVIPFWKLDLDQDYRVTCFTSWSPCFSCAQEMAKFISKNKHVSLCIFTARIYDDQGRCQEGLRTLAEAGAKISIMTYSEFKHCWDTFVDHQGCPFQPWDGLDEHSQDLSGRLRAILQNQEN
hIAP block: human IAP inhibitors, primary screen, biochemical, luminescence, uHTS; Intestinal-type alkaline phosphatase (Homo sapiens), P09923; purified IAP, CDP-Star luminescence, 30 min; inhibition, % at 10 µM; 0.12% of 330,000 active; AID 2544, 2010;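 active = inhibition reaching a set limit with compound at 10 µM in the primary screen, cut at about 35% in these data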;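 also: plate controls were DMSO wells with enzyme for no effect and no-enzyme buffer wells for full effect; values of inactives mirror those of a sister screen read the other way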
Target sequence (P09923 whole entry, looked up): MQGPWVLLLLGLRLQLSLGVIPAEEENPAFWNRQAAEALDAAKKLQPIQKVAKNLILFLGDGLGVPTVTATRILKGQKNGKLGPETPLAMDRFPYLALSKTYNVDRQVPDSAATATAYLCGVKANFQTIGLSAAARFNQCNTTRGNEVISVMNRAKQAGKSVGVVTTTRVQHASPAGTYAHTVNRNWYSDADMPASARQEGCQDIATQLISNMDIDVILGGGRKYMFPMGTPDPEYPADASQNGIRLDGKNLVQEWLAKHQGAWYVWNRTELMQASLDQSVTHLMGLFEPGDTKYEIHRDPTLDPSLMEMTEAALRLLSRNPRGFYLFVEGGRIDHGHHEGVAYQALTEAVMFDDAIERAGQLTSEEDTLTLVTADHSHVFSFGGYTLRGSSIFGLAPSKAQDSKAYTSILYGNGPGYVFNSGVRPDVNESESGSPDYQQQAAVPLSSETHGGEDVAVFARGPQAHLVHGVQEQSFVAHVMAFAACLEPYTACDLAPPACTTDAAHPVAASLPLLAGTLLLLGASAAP
mIAP block: inhibitors of mouse IAP, primary screen, biochemical, luminescence, uHTS; inhibition, % at 10 µM; intestinal alkaline phosphatase [Mus musculus]; 0.2% of 330,000 active; AID 2806, 2010; purified mouse IAP, CDP-Star luminescence, 30 min;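 active = inhibition of at least 40% at 10 µM in the primary screen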;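 also: plate controls were DMSO with enzyme for no effect and no enzyme wells for full effect; values of inactives mirror those of a sister screen read the other way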
MIN6 prolif: inducers of MIN6 beta-cell proliferation, primary screen, ATP luminescence, uHTS; MIN6 cells proliferation, ATPlite luminescence, 48 h; cells starved in 0.2% serum; 100% = growth in 10% serum; proliferation, % at 10 µM; 0.29% of 330,000 active; AID 2380, 2010;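 active = compounds whose signal lies at least 3.5 SD above the mean of all wells on their plate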;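 also: 0% = DMSO-treated cells in low-serum medium and 100% = 10% serum control; some compounds called inactive have numbers as strong as hits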
APOBEC3A inh: APOBEC3A ssDNA deaminase inhibitors, primary screen, selectivity assay for APOBEC3G inhibitor project, biochemical, FAM/TAMRA oligo cleavage fluorescence; DNA dC->dU-editing enzyme APOBEC-3A (Homo sapiens), P31941; recombinant A3A, FAM/TAMRA ssDNA deamination fluorescence; inhibition, % at 20 µM; 0.41% of 330,000 active;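 active = at least 40% inhibition at 20 µM here, with at most 30% in a related deaminase screen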;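 also: plate controls were A3A with DMSO for no effect and wells lacking A3A enzyme for full effect; some results filed as inactive read as strong as hits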
Target sequence (P31941 whole entry, looked up): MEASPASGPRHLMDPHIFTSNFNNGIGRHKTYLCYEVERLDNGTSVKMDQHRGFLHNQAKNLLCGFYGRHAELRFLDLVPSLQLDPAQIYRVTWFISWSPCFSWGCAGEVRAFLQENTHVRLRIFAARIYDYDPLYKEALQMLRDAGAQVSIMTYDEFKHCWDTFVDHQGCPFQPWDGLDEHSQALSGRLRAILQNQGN
hIAP act: human IAP activators, primary screen, biochemical, luminescence, uHTS. Intestinal-type alkaline phosphatase (Homo sapiens), P09923. purified human IAP, CDP-Star luminescence, 30 min; stronger effect = higher value; 1 = vehicle-only enzyme, 0 = enzyme-free background. activation factor at 10 µM. 0.16% of 330,000 active;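 active = activation factor of the enzyme at least 2-fold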; also: the source names both 10 and 20 µM as test concentration; values of inactives mirror those of a sister screen read the other way
The depositor's hits bear a star; / = not tested or not shown.

SMILES	mIAP act	NR3A LBD binder	MPTP inh	A3G deaminase	hIAP block	mIAP block	MIN6 prolif	APOBEC3A inh	hIAP act
Cc1ccc(S(=O)(=O)N(C)CC(=O)N2CCN(C(=O)c3ccco3)CC2)cc1	1.1	-1	-2.7	2	3	-14	-2	0	0.97
CC(C)NC(=O)c1cc(-c2ccco2)nn1-c1ccc(Cl)cc1	0.89	1	4.0	20	-5	12	-2	35	1
Cc1ccc(OCC(=O)N(c2ccccn2)C2CCCCC2)c(C)c1	0.95	-2	0.4	1	11	5	1	6	0.89
CN(C)C1=NCCN1CCCCc1ccccc1	0.98	1	-0.7	-7	14	2	2	5	0.86
CC(=O)Nc1ccc(SCC(=O)Nc2cc(C)on2)cc1	1.1	2	-0.7	-6	-3	-6	0	3	1
COC(=O)c1c([N+](=O)[O-])c(OC)c(OC)c(OC)c1[N+](=O)[O-]	0.9	0	-1.7	-2	18	10	0	-2	0.82
CCOc1ccc(Nc2nc(Cc3nnc(SCC(=O)NC4CCCCC4)n3C)cs2)cc1	0.95	-1	1.2	-6	-19	5	-2	-4	1.2
CCCN(C(=O)COC(=O)c1nc2nc(C)cc(C)n2n1)C1CCS(=O)(=O)C1 (stereo unspecified)	1.2	4	-0.1	-6	-7	-17	-3	-4	1.1
Cn1cnnc1-c1cccc(NC(=O)c2cc(F)c(F)cc2Cl)c1	0.97	-1	-3.8	-9	2	3	2	-3	0.98
COc1ccc(CNC(=S)Nc2ccccc2)cc1	1.1	2	0.8	4	5	-13	-4	-4	0.95
CNc1nc2[nH]c(=O)c3c(c2s1)OC(N)=C(C#N)C3c1ccccc1 (stereo unspecified)	0.97	0	-0.6	-5	-5	3	0	-2	1
O=C1CN(S(=O)(=O)c2cccc(Cl)c2Cl)c2ccccc2N1	1	0	-2.4	-8	6	-1	0	1	0.94
CC[C@]12c3[nH]c4ccc(OC)cc4c3CCN1C(=O)C(CC(=O)NCCc1ccccn1)C[C@@H]2C(=O)N1CCN(C(=O)C2CC2)CC1 (stereo partly specified)	1.1	0	0.1	1	/	-9	/	1	/
CCOC(=O)[C@H]1[C@H]2COc3cc(OC)ccc3[C@@H]2N2C(=O)c3cc(F)c(F)cc3NC(=O)[C@@]12C	1	-1	-0.8	-10	-9	-2	-6	-1	1.1
O=C(c1cnn2c(C(F)(F)F)cc(-c3cccs3)nc12)N1CCCC1	1	-1	-0.1	-1	-2	-4	-1	4	1
COc1ccc(Cl)cc1C(=O)NCCCn1ccnc1	1.1	0	-0.9	-1	-1	-7	-3	1	1
CCOC(=O)N1CCN(C(=S)NC(=O)c2c(-c3c(Cl)cccc3Cl)noc2C)CC1	0.96	0	0.3	-6	9	4	3	-3	0.91
Cc1onc(-c2ccccc2)c1C(=O)Nc1nnc(CC(C)(C)C)s1	1.1	3	1.1	-5	-2	-7	2	-2	1
c1ccc(-c2csc3nnc(SCc4ccc5c(c4)OCO5)n23)cc1	0.91	0	-1.9	-7	2	9	-1	0	0.98
CCOc1ccc2nc(NC(=O)C(NS(=O)(=O)c3cccc4nsnc34)C(C)C)sc2c1 (stereo unspecified)	1	-10	0.2	-1	-19	-1	-4	3	1.2
COc1ccc(C(=O)OCn2nnc3ccccc3c2=O)cc1	1.1	0	-0.2	-5	-9	-7	-1	-2	1.1
CC1CCc2nn(CC(=O)N3CCCCCC3)cc2C1 (stereo unspecified)	0.9	0	-1.9	-11	4	10	-1	-3	0.96
Cc1cccc(Oc2ccc(S(=O)(=O)N3CCCCC3)cc2N)c1	1	2	2.3	-5	14	-4	-2	2	0.86
Cc1ccccc1NC(=O)Cn1c(=O)oc2ccccc21	1.1	0	-0.5	-1	-33	-14	-1	-5	1.3
COc1ccccc1OCC(=O)Nc1ccccc1C(=O)NCc1cccnc1	0.91	1	-0.6	-5	1	10	0	-2	0.99

Individual results from the entries so far.
mIAP act result of Cc1ccc(S(=O)(=O)N(C)CC(=O)N2CCN(C(=O)c3ccco3)CC2)cc1 stands at 1.1
hIAP act result of CC1CCc2nn(CC(=O)N3CCCCCC3)cc2C1 (stereo unspecified) stands at 0.96

Remaining list, next part
SMILES	mIAP act	NR3A LBD binder	MPTP inh	A3G deaminase	hIAP block	mIAP block	MIN6 prolif	APOBEC3A inh	hIAP act
O=C(O)c1ccccc1SCCS(=O)(=O)c1ccc(Cl)cc1Cl	0.99	-5	-1.0	-9	3	1	-2	-3	0.97
Cc1cccc(C(=O)NNC(=O)CSc2nnc(C(C)C)n2C)c1	1	2	0.3	-9	-25	-4	-1	-5	1.2
Cc1nnc(NC(=O)CN2CCN(Cc3ccccc3Cl)CC2)s1	0.97	-1	2.5	-2	-6	3	2	-5	1.1
COC(=O)c1ccc(S(=O)(=O)N2CCC(C(N)=O)CC2)n1C	0.92	0	-2.2	-6	-16	8	2	2	1.2
Cc1ccc(Cn2c(=O)sc3ccccc3c2=O)cc1	0.93	11*	1.9	0	11	7	-5	5	0.89
Cc1c(C(=O)N2CCN(C(=O)c3ccco3)CC2)oc2c(Cl)cccc12	1	-1	-0.1	-6	-2	-2	5	0	1
COc1cc(NC(=O)Cn2cnc3ccccc3c2=O)c(OC)cc1Cl	1.1	1	-0.6	-1	-15	-7	-1	31	1.2
O=C(O)/C=C\C(=O)Nc1ccc(N2CCN(c3cccc(Cl)c3)CC2)cc1	0.99	2	0.0	-4	5	1	-1	-3	0.95
CS(=O)(=O)c1nc(S(=O)(=O)c2ccc(Cl)cc2)c(NCc2ccccn2)s1	0.92	-1	-2.0	-8	-14	8	0	1	1.1
COc1ccc(-c2cc(C3CC3)nc3sc(C#N)c(N)c23)cc1	1.2	-12	1.6	1	-13	-22	1	-7	1.1
Cc1nn(C)c(C)c1NC(=O)C12CC3CC(CC(C3)C1)C2	0.95	-3	9.3	-2	2	5	3	0	0.98
O=C(COC(=O)c1ccc2c(c1)OCCO2)NCCc1ccc(F)cc1	0.97	-1	0.6	-7	3	3	-2	0	0.97
Cc1cnc(NC(=O)CSc2nnc3ncccn23)s1	0.99	-1	-2.1	-8	3	1	-2	-6	0.97
COc1ccc(OC)c(/C=N/n2c(C)nc3ccccc3c2=O)c1	1	-2	1.9	-5	-14	-1	-1	3	1.1
O=C(c1ccc(Cl)c([N+](=O)[O-])c1)N(c1ccccn1)c1ccccn1	0.99	15*	0.1	2	2	1	3	0	0.98
O=C(N/N=C/c1coc2ccccc2c1=O)c1ccccc1Br	0.96	-5	2.3	0	2	4	-1	1	0.98
O=C(NCc1ccccc1)NC1CCS(=O)(=O)C1 (stereo unspecified)	1	-16	0.1	-5	14	-3	-3	-5	0.86
C=CCSc1nnc2n(-c3ccccc3OC)c(=O)c3c4c(sc3n12)CCC4	1	-1	/	-8	-2	-4	2	-1	1
O=C(NC(=S)Nc1ccc(N2CCCCC2)c(Cl)c1)c1cccs1	0.86	8	1.6	-3	18	14	-7	-1	0.82
CC(C)c1ccc(/C=C2\NC(=O)NC2=O)cc1	0.95	0	2.8	11	-3	5	-5	83*	1
COc1cc(C(=O)NCCNc2nc3cc(C)ccc3cc2C#N)cc(OC)c1OC	0.99	-1	-0.2	-7	-6	1	0	-2	1.1
Cc1nn(C)c(C(=O)N/N=C/c2cccnc2)c1Br	0.93	0	-2.1	-8	-25	7	-2	-1	1.2
Cc1nc(N2CCOCC2)c2cc(-c3ccccc3)sc2n1	1.1	2	1.3	2	1	-11	1	1	0.99
Cc1ccc(Cl)cc1NC(=O)Nn1cnnc1	1	0	0.3	-11	8	-2	-3	-3	0.92
Clc1ccc(CON/C=N/c2ncnc3sccc23)c(Cl)c1	0.99	0	34	-2	11	1	-4	5	0.89

The listing continues.
SMILES	mIAP act	NR3A LBD binder	MPTP inh	A3G deaminase	hIAP block	mIAP block	MIN6 prolif	APOBEC3A inh	hIAP act
Cc1ccc(CNC(=O)CSc2nc(=O)n3ccccc3n2)cc1	0.94	0	-0.7	-9	8	6	0	-4	0.92
O=C(Nc1ccc(Cl)c(Cl)c1)N(CCCN1CCOCC1)Cc1cccnc1	1.2	-1	-0.4	-5	-11	-17	-1	-3	1.1
COc1ccc(C(CNS(=O)(=O)c2cccc(F)c2)N2CCCC2)cc1 (stereo unspecified)	1	1	-1.3	10	4	0	-4	0	0.96
C=CCn1c(=O)c(C(=O)Nc2ccccc2C)c(O)c2ccccc21	0.96	-1	5.4	-1	-1	4	-4	0	1
CCOc1ccccc1C(=O)NCCCCNC(=O)c1ccccc1OCC	1	-2	1.5	-5	-6	-1	0	1	1.1
CCC1(c2ccc(F)cc2)NC(=O)N(CC(=O)Nc2ccc3c(c2)OCCO3)C1=O (stereo unspecified)	1.1	-2	-0.5	-5	9	-7	1	-3	0.91
COCCSc1nnc(NC(=O)CCS(=O)(=O)Cc2ccccc2)s1	0.98	1	0.7	-2	35*	2	-6	-2	0.65
CCc1cc(=O)oc2cc3oc(C)c(C)c3cc12	0.96	1	7.2	-7	11	4	4	-4	0.89
N=c1n(CC(=O)c2ccc([N+](=O)[O-])cc2)c2ccccc2n1Cc1ccccc1	0.88	-1	4.4	-4	-8	12	0	3	1.1
CCCCn1c(=N)n(CC(O)c2ccccc2)c2ccccc21 (stereo unspecified)	0.95	1	1.3	22	-17	5	-4	5	1.2
O=C(OCC(=O)N(C1CCCCC1)C1CCCCC1)c1ccccc1O	1	0	0.5	-4	-7	-2	-2	-3	1.1
Cc1nc2ccccn2c1C(=O)N/N=C/c1ccc(CNC(=O)C(=O)Nc2ccccc2)o1	0.88	-2	-0.1	-3	-31	12	0	2	1.3
CN=C(Nc1cccnc1)c1cccc(C(F)(F)F)c1	1	2	0.2	-6	3	-3	-3	1	0.97
S=C(NCCc1ccccc1)N1CCn2cccc2C1c1ccncc1 (stereo unspecified)	0.98	2	-5.1	-6	-2	2	-1	-6	1
CC(Oc1ccc(Cl)cc1)C(=O)Nc1ccccc1C(=O)N1CCOCC1 (stereo unspecified)	0.9	-4	-2.9	-5	-16	10	-4	-7	1.2
COC(=O)c1ccccc1NC(=O)CSc1nnc(C(CO)NC(=O)c2ccccc2Cl)n1C (stereo unspecified)	0.91	-1	-2.4	-4	-2	9	-4	0	1
FC(F)(F)c1ccc(CSc2nccn2-c2ccccc2)cc1	0.92	1	1.1	-10	-7	8	-1	-5	1.1
O=C(O)C1CCN(C(=O)CSc2nc3ccccc3c(=O)n2-c2ccc(Cl)cc2)CC1	1	0	1.1	-1	-9	-3	0	-2	1.1

A second format for two compounds above:
SMILES | mIAP act | NR3A LBD binder | MPTP inh | A3G deaminase | hIAP block | mIAP block | MIN6 prolif | APOBEC3A inh | hIAP act
COc1cc(C(=O)NCCNc2nc3cc(C)ccc3cc2C#N)cc(OC)c1OC | 0.99 | -1 | -0.2 | -7 | -6 | 1 | 0 | -2 | 1.1
Cc1nn(C)c(C(=O)N/N=C/c2cccnc2)c1Br | 0.93 | 0 | -2.1 | -8 | -25 | 7 | -2 | -1 | 1.2

Compound activity (PubChem)
